NOD2-RIPK2 inh = blocks binding of human NOD2 to RIPK2; O43353; CHO BLA complementation NOD2-RIPK2, CCF4 ratio; inhibition, % at 4.98 µM; 360,000 tested, 0.38% active; AID 624267; in the data active means inhibition above about 21%;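 further: 0% = vehicle only and 100% = reference blocker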
H9c2 protect = modulators protecting cardiomyocytes from myocardial damage | H9c2 cardiomyocytes, H2O2 injury protection, ATPLite, 2 h | protection from H2O2 cell death, % at 20 µM | 360,000 tested, 0.63% active;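 active means compounds giving at least 50% protection of heart cells from peroxide-induced death in the single-dose screen, raw or plate-pattern-corrected value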;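 further: 0% = DMSO wells with peroxide and 100% = DMSO wells without peroxide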
Glyco luc inh = blocks N-linked glycosylation in D54 reporter cells | D54 ERlucT glycosylation luciferase reporter, 24 h; percent of 100 nM tunicamycin response | AID 588692 | 360,000 tested, 0.23% active | reporter increase, % at 12.5 µM;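 active means mean luciferase reporter signal, scaled so untreated is 0 and the glycosylation-blocking control 100, at or above a set limit in every replicate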;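 further: luciferase carries N-glycosylation sites so blocking glycosylation raises the light; 0% = median of neutral control wells and 100% = median of 100 nM tunicamycin wells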
HTR2A ag = activates the mouse 5-HT2A serotonin receptor. 360,000 tested, 0.66% active. CHO-K1 mHTR2A beta-arrestin complementation, luminescence; percent of 30 µM serotonin response. P35363. activation, % at 7.6 µM. AID 624169;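 active means activation above a run cutoff, the mean activation of all tested compounds plus 3 SD, cut at about 14% in these data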;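 further: 0% = plate median of compound wells and 100% = 30 µM serotonin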
SRC2 inh = human SRC2 (NCOA2) inhibition | HEK293 GAL4-SRC2 luciferase reporter, luminescence | Q15596 | inhibition, % at 9 µM | 370,000 tested, 0.17% active;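 active means inhibition above the mean inhibition of all tested compounds plus 3 SD, set per campaign, cut at about 52% in these data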;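 further: 0% = DMSO treated cells and 100% = cells given Gossypol at 36 µM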
MC4R ag barr = human MC4R agonism via beta-arrestin; activation, % at 8.9 µM; 360,000 tested, 0.98% active; P32245; U2OS MC4R beta-arrestin complementation, luminescence; percent of melanotan II response, DMSO zero;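 active means activation above a per-plate cutoff, the mean activation of sample wells on that plate plus 3 SD, cut at about 8% in these data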
MC4R antagonist = blocks human MC4R cAMP signaling. MC4R-expressing cells, MTII-stimulated cAMP, LANCE TR-FRET. inhibition, % at 6.5 µM. 360,000 tested, 0.48% active. AID 540295;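 active means inhibition above its plate's cutoff, the mean of tested wells on that plate plus 3 SD, cut at about 29% in these data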;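 further: 0% = Melanotan II alone and 100% = Melanotan II plus saturating MCL0020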
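System: U2OS-MC4R stable cell line; Technique: Eu-cAMP/anti-cAMP TR-FRET, emission 671 nm; Repeats: single well per compound; Also added: Melanotan II; Dosing: one concentration, 6.5 µM nominal; Schedule: 30-min compound, 1-h challenge, 1-h detection, room temperature.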
ABHD5 PLIN5 PPI = ABHD5-PLIN5 protein interaction inhibition | Q00G26+Q8WTS1 | Split G. princeps luciferase complementation, luminescence, 4 h | inhibition, % at 4 µM | 360,000 tested, 0.78% active;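 active means inhibition above the mean inhibition across every tested compound plus 3 SD, cut at about 22% in these data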;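 further: 0% = DMSO only wells and the 100% control is not disclosed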
TLR9-MyD88 block = TLR9-MyD88 interaction inhibition; inhibition, % at 4.98 µM; AID 504734; CHO BLA complementation TLR9-MyD88, CCF4 FRET ratio; 340,000 tested, 0.21% active;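 active means inhibition above the mean over all tested compounds plus 3 SD, cut at about 21% in these data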;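 further: 0% = DMSO only wells and 100% = clavulanate BLA inhibitor control wells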
ABCB6 inh MLPCN = blocks the human ABCB6 transporter; Q9NP58; K562-ABCB6 porphyrin accumulation, flow cytometry, 1 h; active compounds read low; fluorescence ratio to DMSO, % at 10 µM; 360,000 tested, 0.19% active;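 active means fluorescence ratio to DMSO below 75%, the collection mean minus 3 SD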;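 further: signal is porphyrin accumulated inside mitochondria; 100% equals median channel fluorescence of DMSO control wells; lower ratio means ABCB6 inhibition with less porphyrin fluorescence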
Target sequence (Q9NP58 whole entry, looked up): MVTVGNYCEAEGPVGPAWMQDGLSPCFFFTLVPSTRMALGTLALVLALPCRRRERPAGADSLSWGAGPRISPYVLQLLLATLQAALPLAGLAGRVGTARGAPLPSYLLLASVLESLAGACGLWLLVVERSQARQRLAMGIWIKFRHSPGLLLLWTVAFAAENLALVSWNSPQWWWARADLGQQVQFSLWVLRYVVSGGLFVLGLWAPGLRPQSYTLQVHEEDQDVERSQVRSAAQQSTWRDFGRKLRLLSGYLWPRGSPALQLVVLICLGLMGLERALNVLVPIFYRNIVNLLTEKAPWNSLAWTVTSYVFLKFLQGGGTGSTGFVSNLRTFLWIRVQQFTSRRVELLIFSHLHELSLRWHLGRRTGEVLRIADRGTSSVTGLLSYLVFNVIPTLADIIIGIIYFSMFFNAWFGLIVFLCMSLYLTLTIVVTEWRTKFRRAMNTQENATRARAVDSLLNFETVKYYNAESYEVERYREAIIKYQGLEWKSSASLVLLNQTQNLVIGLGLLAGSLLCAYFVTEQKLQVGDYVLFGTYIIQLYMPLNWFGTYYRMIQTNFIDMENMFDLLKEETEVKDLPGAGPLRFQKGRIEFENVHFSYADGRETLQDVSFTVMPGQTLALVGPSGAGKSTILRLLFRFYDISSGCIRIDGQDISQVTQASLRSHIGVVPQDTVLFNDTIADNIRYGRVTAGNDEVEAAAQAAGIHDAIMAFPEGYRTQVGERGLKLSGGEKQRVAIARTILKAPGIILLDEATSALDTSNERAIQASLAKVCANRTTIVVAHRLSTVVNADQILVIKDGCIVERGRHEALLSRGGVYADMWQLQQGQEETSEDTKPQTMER
* hit, by the source's call; · = not tested or not shown. Not all compounds are listed, so the mix of outcomes need not match the whole.

SMILES	NOD2-RIPK2 inh	H9c2 protect	Glyco luc inh	HTR2A ag	SRC2 inh	MC4R ag barr	MC4R antagonist	ABHD5 PLIN5 PPI	TLR9-MyD88 block	ABCB6 inh MLPCN
CC(=O)N1CCc2cc(S(=O)(=O)CCC(=O)N3CCC(C)CC3)ccc21	-3.8	-1.7	-2.1	4.1	-6.9	-3.2	6.0	2.4	-1.7	94.0
CC1(C)Oc2ccc3ccc(=O)oc3c2/C(=C/NCCO)C1=O	-2.9	10.5	2.0	1.3	-27.4	-2.4	-0.3	6.9	-3.2	104.0
COC(=O)C1CCN(C(=O)Cn2nnc(-c3cccc(F)c3)n2)CC1	-7.5	6.4	1.7	9.1	7.8	-0.2	6.8	4.7	-17.2	97.0
O=C(COC(=O)c1n[nH]c2ccccc12)NCCc1ccccc1	7.3	-1.5	0.4	-3.1	2.3	-1.1	-5.7	-3.3	-2.5	97.0
COc1ccc(-c2nn(-c3ccccc3)cc2C(=O)Nc2ccc(C(=O)O)cc2)cc1OC	-4.8	-4.2	1.4	1.6	-15.6	-0.5	20.8	2.3	2.3	97.0
COc1ccc(C2CC(=O)C=C(NCc3ccc4c(c3)OCO4)C2)cc1 (configuration not stated)	-3.9	-2.9	-1.9	1.8	20.7	-1.1	6.7	-3.0	-7.5	98.0
O=c1[nH]c(CN2CCN(C/C=C/c3ccccc3)CC2)nc2ccccc12	10.6	47.6	-1.8	-9.2	2.4	-0.8	15.2	2.7	-2.4	92.0
CC(C)(C)OC(=O)N1CCC[C@H]1c1nnc(SCc2ccccc2)o1	-1.3	0.8	2.2	2.2	0.5	0.8	4.2	3.8	·	105.0
Cc1ccc(C(=O)OC(C)C(=O)Nc2ccc3c(c2)OCO3)c(O)c1 (configuration not stated)	0.7	-7.8	5.2	-5.3	-20.0	0.8	6.7	-5.6	-0.5	96.0
Cc1ccc2c(c1)c1nnc(SCC(=O)Nc3ccccc3C(F)(F)F)nc1n2CC(=O)O	-13.1	-1.5	2.0	1.8	-12.1	-1.1	15.3	-3.2	-4.1	94.0
CCc1ccc(C(C)NC(=O)Cn2cnc3c(=O)n(C)c(=O)n(C)c32)cc1 (configuration not stated)	-7.8	9.5	-2.0	1.8	6.5	-0.5	6.5	7.5	-1.7	96.0
CCOc1ccc(Nc2oc(-c3cccc(Cl)c3)nc2C#N)cc1	3.2	0.6	2.3	-2.4	-9.5	-1.9	4.9	-0.3	10.4	108.0
O=C(CN1CCN(S(=O)(=O)c2ccc(F)cc2)CC1)N1CCOCC1	5.5	0.7	0.0	4.3	-9.6	-3.0	1.9	-1.6	-3.9	106.0
COc1ccc(C(C(=O)NCCC(C)C)N(CCO)C(=O)c2snc(C(N)=O)c2N)cc1OC (configuration not stated)	-5.3	-0.2	-0.3	3.8	11.0	1.9	10.7	5.9	-5.5	111.0
COc1ccc(CCNC(=O)C2CCC(=O)N(C3CC3)C2)c(OC)c1 (configuration not stated)	-5.6	1.5	2.2	5.1	30.8	-2.9	1.1	-0.1	-5.3	102.0
CCOC(=O)C1CCCN(C(=O)c2ccc3c(c2)C(C)(C)CCC3(C)C)CC1 (configuration not stated)	8.2	-19.0	1.4	-4.3	2.5	2.0	-0.4	3.0	·	92.0
Cc1ccc(S(=O)(=O)N(C)CC(=O)Nc2ccc3c(c2)OCO3)cc1	-0.3	3.9	2.8	5.0	-0.5	0.6	-9.3	0.3	-5.6	96.0
Cc1ccc(CNC(=O)C2(c3cccs3)CCOCC2)cc1	-11.1	0.1	0.4	-0.2	10.1	3.1	5.4	2.7	7.2	101.0
COC(=O)C1=CN(c2cccc(OCc3ccccc3)c2)C(N)=C(C#N)C1c1cccc(OC)c1OC (configuration not stated)	-24.6	·	·	6.8	0.7	·	·	9.8	·	·
Cc1onc(-c2ccccc2)c1C(=O)N1CCN(c2ccccc2F)CC1	6.2	-2.0	0.3	-6.2	-20.8	-2.2	5.4	-4.3	-5.2	94.0
Cc1c(C(=O)Nc2cccc(F)c2)cnn1-c1ccccc1	0.0	-10.5	-7.4	0.0	-41.1	-0.8	-0.7	-12.9	-10.9	94.0
Cc1csc(=O)n1CC(=O)OCC(=O)NCc1ccc(Cl)cc1Cl	1.3	5.5	0.2	9.8	0.6	-0.1	9.9	4.2	-1.7	95.0
CCC(=O)Nc1cccc(NC(=O)c2cccc([N+](=O)[O-])c2)c1	0.8	-5.2	-0.1	4.9	·	-1.6	11.0	11.6	4.7	99.0
Cc1nc2ccc(Cl)cc2c(-c2ccccc2)c1CC(=O)O	-2.9	1.1	0.5	-0.8	8.6	-2.8	3.4	1.4	1.7	96.0
Cc1cccc(N(CC(=O)NC2CCCCC2)C(=O)CCCC(=O)Nc2ccccn2)c1	1.8	-4.5	-0.6	-1.6	-17.3	0.0	7.9	-2.0	-4.2	97.0
O=S(=O)(NCCNS(=O)(=O)c1c(F)cccc1F)c1ccc2c(c1)OCCO2	0.9	0.9	2.2	-3.4	16.9	-0.1	-2.0	-2.0	-3.7	100.0
COc1cccc(CN(C)C(=O)Nc2cccc(C(F)(F)F)c2)c1OC	-2.7	-4.7	0.9	13.8	-0.3	4.6	-1.2	10.7	3.8	93.0
CCCCCN(C(=O)CCC(=O)OC(C)C(=O)c1ccc(CC)cc1)c1c(N)n(CCCC)c(=O)[nH]c1=O (configuration not stated)	-4.2	-5.3	-0.4	0.9	-30.9	-1.4	-0.6	-14.7	0.8	95.0
COc1cccc(CNC(=O)COC(=O)CNC(=O)c2ccc(-c3ccccc3)cc2)c1	-0.5	-14.8	2.6	-5.4	7.2	-0.9	7.7	5.1	-3.1	98.0
CN1CCCNc2nc3ccccc3nc21	2.3	11.9	4.4	1.9	0.2	-1.0	-8.4	0.6	2.3	98.0
Cc1oc2ccc(OCC(N)=O)cc2c1C(=O)OC(C)C	-10.7	5.5	-0.4	5.3	11.3	0.4	0.5	9.6	-3.7	97.0
COc1ccc(/C(O)=C2/C(=O)C(=O)N(Cc3ccco3)C2c2cccs2)cc1 (configuration not stated)	-17.0	1.8	-0.6	2.9	-33.6	1.0	7.7	19.7	3.6	97.0
O=c1oc(-c2ccc(Cl)cc2[N+](=O)[O-])nc2ccccc12	8.2	16.3	2.1	4.6	-46.5	-0.7	-9.4	1.8	9.3	102.0
O=C(Nc1cc(=O)[nH]c(=O)[nH]1)c1cccc(C(F)(F)F)c1	5.5	-1.4	2.9	-1.7	15.0	-1.6	-7.7	-0.4	-6.2	102.0
C/C(CCc1ccccc1)=N\NC(=O)CC(=O)NCCc1ccccc1	4.1	5.4	0.6	-4.0	29.5	-2.0	8.0	3.9	8.4	96.0
Cc1ccc(NC(=O)C2CC(=O)N(CCc3ccccc3)C2)cc1Cl (configuration not stated)	-1.6	-1.1	0.3	-5.2	-7.4	1.3	3.1	3.6	-2.3	98.0
O=C(NC1CCCCC1)C(c1ccnc2ccccc12)N1CCc2ccccc2C1 (configuration not stated)	-5.7	9.3	2.4	8.7	-5.6	·	·	-1.5	·	98.0
CC(C)NC(=O)C1C(c2ccc(C(F)(F)F)cc2)=Nc2ccccc2N1C(=O)c1cccc(C(F)(F)F)c1 (configuration not stated)	-4.6	·	·	0.1	-34.0	·	·	-3.3	·	·
COc1ccc(N2CCN(CCC(N)=O)CC2)cc1	-13.7	12.8	2.9	-0.5	-17.2	-0.4	5.2	2.7	-0.7	98.0
Cc1ccc(N2C(=O)N(CC(=O)Nc3cccc([N+](=O)[O-])c3C)C(=O)C2C)cc1 (configuration not stated)	0.3	-2.7	-0.8	-1.5	-22.0	-0.9	-2.9	-1.0	0.8	102.0
Oc1ccccc1CC=NC1CCCCC1	-0.8	3.3	0.5	0.4	-8.0	-0.1	17.7	-7.1	5.4	145.0
Cc1cc2ccccc2c(=O)n1CC(=O)NCC(=O)N1CCN(c2cccc(Cl)c2)CC1	3.5	-4.4	1.6	-4.4	-3.3	-0.4	5.5	-0.9	-0.1	100.0
CCOC(=O)c1sc(NC(=O)c2cc3n(n2)C(C(F)(F)F)CC(c2cccs2)N3)c(C(=O)OCC)c1C (configuration not stated)	5.8	-8.1	0.3	-3.3	-17.8	-0.1	2.5	-8.2	-2.4	101.0
O=C(COC(=O)c1cc(Cl)nc(Cl)c1)Nc1ccc(Cl)c(S(=O)(=O)N2CCOCC2)c1	-3.1	-13.5	3.2	6.7	-23.9	-0.9	9.2	0.4	-14.2	115.0
COc1ccc(NC(=O)c2nnn(Cc3cccc(F)c3)c2N)c(OC)c1	-11.5	-20.9	1.5	-0.4	-17.1	-0.9	-4.0	1.1	8.7	99.0
COc1cccc(NC(=O)CN(C)C(=O)c2ccc(NC3CC3)c([N+](=O)[O-])c2)c1	-10.1	1.8	2.3	-0.2	6.0	-1.6	1.7	-8.5	8.7	91.0
O=C(CCN1C(=O)/C(=C/c2ccco2)SC1=S)Nc1ccc(O)cc1C(=O)O	-0.6	3.9	0.2	5.4	11.6	0.4	17.6	0.3	9.6	100.0
CCOC(=O)CSc1cc(C(F)(F)F)nc(-c2ccccn2)n1	0.3	6.8	3.3	-3.1	-1.6	-0.4	-2.0	2.4	3.7	97.0
CCOc1ccc(N2CC(C(=O)NCc3ccc4c(c3)OCO4)CC2=O)cc1 (configuration not stated)	-4.3	-9.6	2.7	7.1	8.0	-0.1	9.7	-4.6	-7.1	95.0
O=C(COc1ccc(Cl)cc1)NCCC1=CCCCC1	-1.5	4.0	-0.6	-7.4	6.9	0.5	1.2	-7.1	-8.8	98.0
Cc1ccc(C)c(N2CCN(S(=O)(=O)c3ccc4c(c3)CC(C)N4C(=O)C3CC3)CC2)c1 (configuration not stated)	10.3	-10.9	-4.0	-2.9	7.1	-1.3	0.1	5.3	1.4	92.0
Cc1ccc(Cl)cc1NC(=O)c1ccc(Cn2cc(Cl)cn2)cc1	0.7	-10.1	-4.0	-6.4	5.7	0.6	12.7	-10.0	-7.8	98.0
C/C(=N\Nc1nc2ccccc2c(=O)n1O)c1ccco1	1.5	-4.8	-3.8	4.5	-54.1	-0.6	3.5	-2.9	7.5	101.0
CC(C)(C)S(=O)(=O)c1cnc2c(-c3ccc(Cl)cc3)cnn2c1N	7.6	-4.7	0.4	1.4	-1.3	-2.2	-3.7	4.2	-3.7	102.0

Quoted at random: three entries already listed, in no set order.
SMILES	NOD2-RIPK2 inh	H9c2 protect	Glyco luc inh	HTR2A ag	SRC2 inh	MC4R ag barr	MC4R antagonist	ABHD5 PLIN5 PPI	TLR9-MyD88 block	ABCB6 inh MLPCN
CCOC(=O)c1sc(NC(=O)c2cc3n(n2)C(C(F)(F)F)CC(c2cccs2)N3)c(C(=O)OCC)c1C (configuration not stated)	5.8	-8.1	0.3	-3.3	-17.8	-0.1	2.5	-8.2	-2.4	101.0
Cc1ccc(Cl)cc1NC(=O)c1ccc(Cn2cc(Cl)cn2)cc1	0.7	-10.1	-4.0	-6.4	5.7	0.6	12.7	-10.0	-7.8	98.0
CCOc1ccc(N2CC(C(=O)NCc3ccc4c(c3)OCO4)CC2=O)cc1 (configuration not stated)	-4.3	-9.6	2.7	7.1	8.0	-0.1	9.7	-4.6	-7.1	95.0

Screens from PubChem BioAssay.
